GLP1R ag: GLP-1 receptor (human) agonism; P43220; HEK293 GLP-1R CRE-luciferase, luminescence, 4-6 h; cells express a hypersensitive GLP-1R form; Potency, µM (doses to about 45.6 µM), without a hit: top-dose activation, usual class: activators; hit rate 0.007% among 380,000; AID 624172; further: potency means the concentration at half of the fitted maximal effect; % of control where 0% means no effect
Target sequence (P43220 whole entry, looked up): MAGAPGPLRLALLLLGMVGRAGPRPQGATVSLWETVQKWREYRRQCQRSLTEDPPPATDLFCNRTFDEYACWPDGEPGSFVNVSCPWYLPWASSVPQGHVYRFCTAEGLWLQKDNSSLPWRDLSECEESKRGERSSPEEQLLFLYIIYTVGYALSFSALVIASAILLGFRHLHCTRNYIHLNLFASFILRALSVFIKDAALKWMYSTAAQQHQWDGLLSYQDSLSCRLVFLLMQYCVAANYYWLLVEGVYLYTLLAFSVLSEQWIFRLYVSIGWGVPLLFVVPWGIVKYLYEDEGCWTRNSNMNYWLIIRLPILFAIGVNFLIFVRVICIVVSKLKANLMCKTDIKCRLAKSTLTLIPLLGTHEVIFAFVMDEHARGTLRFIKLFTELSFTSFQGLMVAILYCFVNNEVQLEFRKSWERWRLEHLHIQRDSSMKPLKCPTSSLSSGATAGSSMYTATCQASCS
PTHR1 agonist: activates the human parathyroid hormone receptor PTHR1. Potency, µM (highest dose often 115 µM), inactives show at the top dose activation, hits mostly activators. HEK293 GP2 PTHR1 cells, GloSensor cAMP luminescence, 1 h. hit rate 0.075% among 410,000; further: potency means the concentration at half of the fitted maximal effect; nearly all actives have a fitted effect of over 55% in size; some results filed as inactive show a strong effect at the top dose; inactives centre near -15; many of its hits are not listed in these tables
Target sequence (Q03431 whole entry, looked up): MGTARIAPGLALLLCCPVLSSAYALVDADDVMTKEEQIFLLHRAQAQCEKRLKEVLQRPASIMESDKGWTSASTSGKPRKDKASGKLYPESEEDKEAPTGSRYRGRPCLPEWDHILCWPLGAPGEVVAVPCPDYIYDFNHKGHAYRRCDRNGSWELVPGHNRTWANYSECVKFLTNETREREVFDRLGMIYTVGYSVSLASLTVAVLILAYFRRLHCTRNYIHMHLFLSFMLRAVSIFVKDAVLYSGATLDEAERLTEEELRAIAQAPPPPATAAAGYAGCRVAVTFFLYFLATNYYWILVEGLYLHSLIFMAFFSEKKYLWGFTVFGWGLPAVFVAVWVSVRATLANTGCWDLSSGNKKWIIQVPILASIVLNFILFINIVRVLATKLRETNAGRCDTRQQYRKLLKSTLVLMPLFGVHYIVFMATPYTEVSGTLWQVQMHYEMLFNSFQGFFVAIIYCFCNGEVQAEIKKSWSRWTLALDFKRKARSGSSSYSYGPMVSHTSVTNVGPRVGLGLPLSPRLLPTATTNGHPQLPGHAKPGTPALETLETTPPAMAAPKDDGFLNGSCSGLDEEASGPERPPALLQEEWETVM
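HEK-293-derived GP2 cells expressing PTHR1 and a GloSensor cAMP reporter, 3,000/well, plated overnight, given luciferin plus IBMX (each 0.5 mM as added) for 1 h at 37 °C, then compound for 1 h at 37 °C. Luminescence was read after 15 min at room temperature.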
D3 antag: D3 dopamine receptor (human) antagonism | D3R cells, DiscoveRx beta-arrestin luminescence, antagonist mode; hits give low values | max response, negative = inhibition, % | hit rate 2.5% among 360,000; in the data active means max response below about -50%; inconclusive means no clear call, values can overlap the other calls; further: on the % scale 0 is the no-effect control and ±100 the full control effect; mostly tested at two doses, the higher about 12 µM
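Cells expressing the human receptor were seeded at 1500 cells/well, incubated overnight at 37 degrees C in 5% CO2, then exposed to library compounds with dopamine controls for 90 minutes at 37 degrees C before luminescent detection.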
TDP43 rescue: rescues yeast growth from TDP-43 toxicity; hit rate 1.8% among 410,000; TDP-43 expressing yeast growth rescue, BacTiter-Glo, 24 h; Potency, µM (doses to about 46.1 µM), without a hit: at the top dose growth rescue (activation), actives largely listed as activators; further: potency means the concentration at half of the fitted maximal effect; % of control where 0% means no effect; nearly all actives have a fitted effect of over 50% in size
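Growth rescue of TDP-43-toxic yeast measured as ATP luminescence (BacTiter-Glo). Cells grown to mid-log in raffinose, induced in galactose at OD600=0.02, exposed to compound 24 hr at 30 deg C.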
D3 ag: activates the human D3 dopamine receptor; P35462; D3R DiscoveRx beta-arrestin cells, luminescence, 90 min; max activation, %; hit rate 0.58% among 410,000; AID 652048; in the data active means max activation above about 30%; further: 0% is about no effect; mostly tested at two doses, the higher about 12 µM
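Cells at 1500/well, incubated overnight, then treated with pinned compounds (dopamine as control) for 90 min at 37 degrees C. DiscoveRx reagent added for 30 - 60 minutes at room temperature; luminescence read.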
GLP1R inv ag: GLP-1 receptor (human) inverse agonism | P43220 | HEK293 GLP-1R CRE-luciferase, luminescence, 24 h; GLP-1R form is constitutively active | Potency, µM (doses to about 38.3 µM), for the others: at the highest dose activity change, negative = inhibition, usual class: inhibitors | hit rate 1.6% among 410,000 | AID 624417; further: potency means the concentration at half of the fitted maximal effect; on the % scale 0 is the no-effect control and ±100 the full control effect; nearly all actives have a fitted effect of over 55% in size
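Readout was luciferase luminescence, measured 12 min after detection reagent at room temperature. Beforehand, GLP-1R reporter HEK293 cells had sat 12 h, then received compounds for 24 hr at 37 deg C.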
aSyn rescue: alpha-synuclein toxicity inhibition in yeast. Yeast expressing alpha-synuclein, growth rescue, BacTiter-Glo, 24 h. Potency, µM (highest dose often 46.1 µM), for the others: at the top dose growth rescue (activation), most hits filed as activators. hit rate 0.14% among 370,000; further: potency means the concentration at half of the fitted maximal effect; % of control where 0% means no effect; nearly all actives have a fitted effect of over 65% in size
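Rescue of yeast growth: cells expressing toxic alpha-synuclein, induced in galactose at OD600 0.02, incubated with compound 24 h at 30 C. ATP luminescence quantified growth; inhibitors of toxicity appear as activators.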
KB-V1 cytotox: kills drug-selected multidrug resistant KB-V1 cells. KB-V1 MDR cells viability, CellTiter-Glo, 72 h. Potency, µM (doses to about 46.1 µM), inactives show at the highest dose activity change, negative = cytotoxicity, usual class: cytotoxic. hit rate 3.4% among 400,000. AID 1347076; further: potency means the concentration at half of the fitted maximal effect; on the % scale 0 is the no-effect control and ±100 the full control effect; nearly all actives have a fitted effect of over 60% in size
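Cytotoxicity via CellTiter-Glo luminescence after 72 h compound exposure at 37 degrees C. Cells: drug-selected KB-V1 line, DMEM phenol-red free plus 10% FBS. Compounds tested at multiple concentrations; normalized data fitted to concentration-effect curves.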
HEK293 tox: cytotoxicity counter-screen for GLP-1 receptor inverse agonists | HEK293 cAMP-luciferase reporter cells, luminescence, 24 h | Potency, µM (top dose mostly 38.3 µM), for inactives: at the highest dose activity change, negative = inhibition, actives largely listed as inhibitors | hit rate 0.13% among 410,000 | AID 624418;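 further: loss of luciferase light is scored as toxicity; potency means the concentration at half of the fitted maximal effect; on the % scale 0 is the no-effect control and ±100 the full control effect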
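Seeding density was 200 cells/uL; after overnight-length (12 h) culture, 23 nL compounds went on for 24 h at 37 °C. Readout used a luciferase detection reagent, luminescence taken after 12 min at room temperature.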
* = called active by the depositor; i = inactive; ? = inconclusive; nt = no result given; & = joins results of further samples; [ ] = dose if it differs, or a comment. Unless noted, the call rests on the fitted dose curve; in most records, active means well fitted curve in the direction sought with a large enough effect; inconclusive means small, poorly fitted or top-dose-only effect, or another doubt; inactive means no such curve, though single readings can be large; an effect the other way counts as inactive or inconclusive. This is a subset (hit frequency here may not be typical).

#1 Cc1cccc(NC(=O)C2CCCN(S(=O)(=O)c3ccc4[nH]c(=O)ccc4c3)C2)c1 (stereo unspecified)
#2 CC1Cc2nc(SCC(=O)NCC3CCCO3)n(-c3ccccc3)c(=O)c2S1 (stereo unspecified)
#3 CCOc1ccccc1NC(=S)Nc1ccc(S(N)(=O)=O)cc1
#4 CSc1ccc(NC(=O)N2CC=C(n3c(=O)[nH]c4ccccc43)CC2)cc1
#5 CCc1cccc2c(C(=O)C(NCCOC)c3ccccc3)c[nH]c12 (stereo unspecified)
#6 Cc1ccc(C(=O)NC2CCCCCC2)cc1S(=O)(=O)N1CCOCC1
entry no.,1,2,3,4,5,6
GLP1R ag,3%,-3%,10%,-6%,20%,5%
PTHR1 agonist,i,-2%,i,-35%[inhibitor],-24%,21%
D3 antag,40,21,9,9,-10,0
TDP43 rescue,6%,-2%,-7%,-5%,5%,-22%
D3 ag,5,1,-5,7,-2,1
GLP1R inv ag,18%,5%,?,?,?,?
aSyn rescue,-4%,22µM*,1%,-9%,0%,-2%
KB-V1 cytotox,-11%,-17%,18%,16µM*,-5%,-17%
HEK293 tox,-5%,15%,1%,16%[1.53 µM],-24%,-1%

#7 CC(=O)NC1(c2nnnn2CCOC(=O)Nc2ccc(Cl)cc2)CCCCC1
#8 CC(C(=O)c1ccccc1)C(O)c1ccccn1 (stereo unspecified)
#9 COc1ccc(C(CC(=O)c2ccccc2)C2CCCCC2=O)cc1 (stereo unspecified)
#10 COc1ccccc1NC(=O)COc1ccc(/C=N/NC(=O)c2cccnc2)cc1
#11 Fc1cccc(NC(=S)N2CCCC2)c1
#12 COc1ccc(C(=O)NCc2cccnc2)cc1Br
entry no.,7,8,9,10,11,12
GLP1R ag,2%,1%,-4%,-2%,8%,-4%
PTHR1 agonist,2%,i,-3%,-25%,-15%,0%[57.5 µM]
D3 antag,?,-2,15,24,-5,4
TDP43 rescue,-15%,0%,-15%,15%,-17%,8%
D3 ag,-12,-8,6,-2,-3,-1
GLP1R inv ag,-13%,9%,?,1%,1%,75%[activator]
aSyn rescue,-14%,-5%,-8%,-3%,-8%,-12%
KB-V1 cytotox,-3%,-9%,?,9%,?,0%
HEK293 tox,-11%,-8%,21%[1.53 µM],0%,-3%,-10%

#13 Cc1cc(NC(=O)C2CC(c3ccc(F)cc3)=NO2)no1 (stereo unspecified)
#14 CCc1ccc(NC(=O)CCc2c(C)nn(-c3ccc(N4CCCCC4)nn3)c2C)cc1
#15 Cn1c(NC(=O)C[n+]2cc(-c3ccc(F)cc3)n3c2CCC3)cc(=O)n(C)c1=O
#16 COc1ccc(CNS(=O)(=O)c2ccc(-c3cnc(C4CC4)o3)cc2)cc1
#17 O=C(c1nc2ccccn2c1CNCCCn1cccn1)N1CCCC1
#18 O=c1cc(NCC2CCCO2)[nH]c(=O)n1-c1ccc(Cl)cc1 (stereo unspecified)
entry no.,13,14,15,16,17,18
GLP1R ag,6%,5%,-1%,-5%,1%,-2%
PTHR1 agonist,-28%,-6%,i,-31%,-17%,i
D3 antag,3,-20,2,7,4,-19
TDP43 rescue,17%,14%,14%,-1%&25%,11%,-4%
D3 ag,-8,5,-1,6&1,4,-11
GLP1R inv ag,-5%,?,3%,23%&5%,8%,12%
aSyn rescue,3%,-3%,7%,0%,-2%,1%
KB-V1 cytotox,-2%,-11%,-4%,8%&-19%,-4%,4%
HEK293 tox,-2%,-20%,-1%,-6%&4%,-4%,3%

A second format for some results above.
Values run as follows: GLP1R ag	PTHR1 agonist	D3 antag	TDP43 rescue	D3 ag	GLP1R inv ag	aSyn rescue	KB-V1 cytotox	HEK293 tox
14) CCc1ccc(NC(=O)CCc2c(C)nn(-c3ccc(N4CCCCC4)nn3)c2C)cc1
  5%	-6%	-20	14%	5	?	-3%	-11%	-20%
15) Cn1c(NC(=O)C[n+]2cc(-c3ccc(F)cc3)n3c2CCC3)cc(=O)n(C)c1=O
  -1%	i	2	14%	-1	3%	7%	-4%	-1%
16) COc1ccc(CNS(=O)(=O)c2ccc(-c3cnc(C4CC4)o3)cc2)cc1
  -5%	-31%	7	-1%&25%	6&1	23%&5%	0%	8%&-19%	-6%&4%

(continued)
#19 COc1ccc(NC(=O)N(C)C[C@H]2Oc3ccc(NC(=O)C4CCCCC4)cc3C(=O)N([C@H](C)CO)C[C@@H]2C)cc1
#20 Cc1nn(-c2cc(N3CCOCC3)ccc2[N+](=O)[O-])c(=O)c2ccccc12
#21 Clc1ccccc1CNc1ncnc2c1nc1n2CCCC1
#22 Cc1cccc(C)c1OCC(=O)N(Cc1ccc(N(C)C)cc1)C1CCS(=O)(=O)C1 (stereo unspecified)
#23 COc1ccc(CCNc2oc(COc3ccccc3F)nc2C#N)cc1
#24 CC[C@]12c3[nH]c4cc(CCC(=O)N(C)C)ccc4c3CCN1C(=O)[C@@H](CC(=O)NCCCOC)C[C@@H]2C(=O)N1CCN(C(=O)C2CC2)CC1
entry no.,19,20,21,22,23,24
GLP1R ag,-1%,5%,nt,0%,2%,3%
PTHR1 agonist,-28%,-8%[57.5 µM],-39%[inhibitor],i,-14%[57.5 µM],i
D3 antag,0,-28,nt,-5,60,11
TDP43 rescue,9%,-8%,?,17%,?,6%
D3 ag,5,2,-8,1,5,10
GLP1R inv ag,8%,14%,-25%,-6%,0%,12%
aSyn rescue,1%,17%,nt,-1%,-3%,-6%
KB-V1 cytotox,?,?,nt,-3%,-4%,25%
HEK293 tox,-28%,?,0%,-2%,-14%,-7%

#25 COc1ccc(C(=O)OCC(=O)c2c(N)n(C)c(=O)n(C)c2=O)cc1OC
#26 CCOc1ccc(S(=O)(=O)Nc2ccc(C(=O)NCC(c3ccco3)N3CCCCC3)cc2)cc1 (stereo unspecified)
#27 CCC(C)NC(=O)C1c2ccccc2C(=O)N1Cc1ccccc1 (stereo unspecified)
#28 CCN(CC)CCOc1ccc(C=NNc2nc3c([nH]2)c(=O)n(C)c(=O)n3C)cc1
#29 CCCN1C(=O)c2ccccc2NC1c1ccc(O)c(OCC)c1 (stereo unspecified)
#30 CN1CCN(CC(=O)N2c3ccccc3C(C)(c3ccccc3)CC2(C)C)CC1 (stereo unspecified)
entry no.,25,26,27,28,29,30
GLP1R ag,2%,13%,-2%,11%,6%,-10%
PTHR1 agonist,i,i,-1%,-7%,i,i
D3 antag,7,-24,-6,0,10,-17
TDP43 rescue,24%,-9%,-2%,-27%,18%,3%
D3 ag,4,-27,0,-7,-2,-17
GLP1R inv ag,12%,?,18%,6%,-4%,10µM*
aSyn rescue,0%,-5%,-7%,-6%,-11%,4%
KB-V1 cytotox,1%,8%,?,-1%,0%,?
HEK293 tox,1%,-15%,-15%,?,-14%,-24%

#31 CCCC(=O)Nc1c(-c2ccccc2)[nH][nH]c1=O
#32 COc1ccc(-n2nc(C(=O)NCCCN3CCOCC3)c3ccccc3c2=O)c(OC)c1
#33 CC(C)C(=O)Nc1nc2cc3c(cc2s1)OCCO3
#34 CSc1nc2sc3c(c2c(=O)[nH]1)CC(C)(C)OC3
#35 CCOC(=O)C1CCCN(Cc2nc(N)nc(Nc3ccc(OC)cc3)n2)C1 (stereo unspecified)
#36 Cc1cc(C)n2nc(CNS(=O)(=O)c3cccc(Cl)c3)nc2n1
entry no.,31,32,33,34,35,36
GLP1R ag,1%,1%,7%,8%,10%,nt
PTHR1 agonist,-13%,i,-35%[inhibitor],i,i,-21%
D3 antag,-15,-5,-7,11,-15,nt
TDP43 rescue,22%,9%,18%,15%,11%,4%
D3 ag,-9,6,-2,3,-1,-8
GLP1R inv ag,17%,0%,?,45%[activator],15%,13%
aSyn rescue,-8%,3%,-9%,0%,-1%,nt
KB-V1 cytotox,17%,-2%,-23%,-4%,-11%,0%
HEK293 tox,-9%,-11%,3%,-6%,-16%,12%

#37 COc1ccccc1OCc1ccc(C(=O)Nc2ccccc2)cc1
#38 CN(Cc1ccccc1Cl)C(=O)c1cnccc1C(F)(F)F
#39 CCOC(=O)Cn1c(=O)oc2cc(S(=O)(=O)N(CCN(C)C)Cc3ccccc3)ccc21
#40 CC(=O)c1ccc(N2CCN(Cc3nc(Cc4ccccc4)no3)CC2)cc1
#41 O=C(Cn1[nH]c(=O)c2ccccc2c1=O)Nc1cccnc1
#42 COc1ccc(OC)c(CNS(=O)(=O)c2ccc(-c3coc(C)n3)cc2)c1
entry no.,37,38,39,40,41,42
GLP1R ag,-4%,0%,-12%,7%,1%,-3%
PTHR1 agonist,-28%,i,-22%[57.5 µM],-28%,i,-10%
D3 antag,-1,-27,-12,-11,-1,nt
TDP43 rescue,13%,3%,-23%,14%,-16%,24%
D3 ag,1,-9,-60,-1,-1,0
GLP1R inv ag,4%,-5%,-4%,11%,13%,-20%
aSyn rescue,-6%,-2%,-4%,-11%,0%,0%
KB-V1 cytotox,-13%,-5%,-24%,-8%,-13%,0%
HEK293 tox,-22%,-6%,-1%,5%,11%,-7%

#43 CC(C)CN(C(=O)CN1C(=O)NC2(CCc3ccccc32)C1=O)C1CCS(=O)(=O)C1 (stereo unspecified)
#44 O=C1CSc2cc(Cl)ccc2N1
#45 CC(Cl)C(=O)N1c2ccccc2CCc2ccccc21 (stereo unspecified)
#46 COCCN(C(=O)Nc1ccccc1)c1ccccc1C
#47 CN(C)c1ccc(CNCc2cccnc2)cc1
#48 CCOC(=O)C(=NCCCN(C)C)NNc1ccc(Br)cc1
entry no.,43,44,45,46,47,48
GLP1R ag,-4%,8%,17%,-1%,7%,-1%
PTHR1 agonist,-16%,i,-5%,i,-2%,24%
D3 antag,27,9,-3,5,-1,-10
TDP43 rescue,-10%,-4%,17%,16%,-16%,12%
D3 ag,2,1,-1,-2,-2,-3
GLP1R inv ag,2%,8%,?,-26%,2%,4µM*
aSyn rescue,-3%,10%,15%,-9%,0%,16%
KB-V1 cytotox,-22%,?,-9%,-21%,4%,-6%
HEK293 tox,-11%,-2%,0%,20%,-5%,?

From PubChem BioAssay
